# Screening data deposited in PubChem BioAssay by NCI.
# All columns: NCI-60 one-dose screen, growth in % after 48 h at 10 µM unless noted; 100 = growth as untreated, 0 = no growth, -100 = all killed.
# RXF 393: RXF 393 renal cancer cells | 6.9% of 77,000 active
# 786-0: 786-0 renal cancer cells. 5.1% of 81,000 active. AID 1794775
# ACHN: ACHN renal cancer; 4.9% of 81,000 active
# TK-10: TK-10 renal cancer cells; AID 1794769; 3.9% of 81,000 active
# NCI-H322M: NCI-H322M lung cancer; 2.7% of 80,000 active
# UO-31: UO-31 renal cancer. 5.2% of 81,000 active. AID 1794768
# NCI-H522: NCI-H522 lung cancer; 8% of 78,000 active; AID 1794739
# NCI-H460: NCI-H460 lung cancer. 6.8% of 82,000 active. AID 1794736
# CAKI-1: CAKI-1 renal cancer. 4.7% of 75,000 active
# * marks the source's active call; other numbers are inactive results; . = no result given; & = joins results of further samples; [ ] = dose if it differs, or a comment. How the source made its calls: active means growth percent below 10; inactive means the rest.
SMILES,RXF 393,786-0,ACHN,TK-10,NCI-H322M,UO-31,NCI-H522,NCI-H460,CAKI-1
CC1(C)CC[C@]23CC[C@]4(C)[C@H](CC[C@@H]5[C@H]6c7c([nH]c8ccccc8c7=O)C(C)(C)[C@@H]6CC[C@]54C)[C@H]2C1OC3=O,103,94,100,106,101,101,85,97,61
Nc1oc2ccc(Cl)cc2c(=O)c1-c1ccc(Cl)cc1,.,84,97,86,98,76,90,107,95
O=C1NC(=NC(=O)c2ccccc2)S/C1=C/c1ccccc1O,107,94,99,121,96,81,91,100,86
O=C1c2ccccc2C2NCCCN12 (stereo not drawn),120,107,103,101,122,87,90,114,112
Cc1ccc(Cc2ccc(C)cc2)cc1,99,96,100,107,98,81,95,111,100
CC(C#N)N(C(C)C#N)N(C)C (stereo not drawn),115,115,104,107,109,89,97,114,100
CCn1ncc2c1nc(-c1ccccc1)c[n+]2[O-],116,100,105,91,81,91,78,112,109
COc1ccc(-c2n/c(=C\c3c(O)[nH]c4ccc(OC)cc34)cc3c2=Nc2ccccc2-3)cc1,.,-82*,102,-11*,98,74,76,-32*,103
C=C(OC1CC(Oc2ccc(C(C)C)cc2)(C(C)C)CCC1(C)O)C(O)(CCC(C)(O)C(=O)OC1(C(C)C)CC=C(C)CC1)C(C)C (stereo not drawn),118,107,103,95,102,94,98,100,93
Cc1ccccc1[C@@H]1C[C@@H]2Cc3cc(Br)c4ccccc4c3N1O2,105,105,107,106,109,75,71,116,81
COc1ccc(OC)c2c(-c3ccccc3)c3ccccc3c(-c3ccccc3)c12,103,95,92,103,.,80,86,101,.
C=C[C@]1(C)C[C@@H](OC(=O)CSC2CC3CCC(C2)N3C)[C@]2(C)C(C)CCC3(CCC(=O)C32)[C@@H](C)[C@@H]1O (stereo partly drawn),119,113,94,96,.,79,.,94,81
COc1cc(NC(=O)CSc2nc3ccc(Cl)cc3c(=O)n2-c2ccccc2)cc(OC)c1OC,95,92,92,120,100,51,85,98,83
COC(=O)[C@]12CC[C@@H](C(/C=C/c3cccnc3)=N/O)[C@@H]1[C@H]1CC[C@@H]3[C@@]4(C)CC(=C/c5cccnc5)/C(=N/O)C(C)(C)[C@@H]4CC[C@@]3(C)[C@]1(C)CC2,67,68,43,68,76,20,43,37,24
O=C(Cn1c2c(sc1=O)[C@H]1[C@@H](O)[C@@H](O)[C@H](O)[C@@H]1CS2)N1CCOCC1,117,99,102,88,107,91,92,106,95
CCCCCCCCCCCCCCCCCC(=O)OCC,118,101,111,101,96,90,104,106,101
COc1cc2cc(Oc3ccc(NC(=O)c4cc(Cl)cc(Cl)c4)cc3)c(C)nc2cc1OC,72,84,78,.,.,60,47,70,56
COc1ccc(C(=O)/C=C/c2ccc(OCc3ccc(Cl)cc3)cc2)cc1OC,110,106,103,101,40[100 µM],86,83,95,.
Nc1ccc2c(c1)C(=O)NC2=O,115,110,99,118,108,71,99,103,100
CCCCCCCCCCCCCCCCCC(=O)NCc1ccc(OC)cc1,111,99,105,99,101,89,91,112,96
CCCCCCCCNC(=O)C(C)O (stereo not drawn),103,.,109,107,109,100,116,102,101
Cn1c(N)c(C(=O)CC#N)c(=O)n(C)c1=O,108,101,99,106,103,88,95,108,93
CC1=C(/C=C/C(C)=C/C=C/C(C)=C\C(=O)O)C(C)(C)CCC1,.,91,102,94,104,96,84,106,88
Cc1ccccc1N(C)c1nc(N)nc2[nH]ncc12,99,104,98,102,101,96,139,124,100
COc1ccc(-c2cc(-c3nnc(SC/C(=N\O)c4ccccc4)n3-c3ccccc3)c3ccccc3n2)cc1OC,106,103,109,100,92,84,74,107,.

# Additional entries follow.
SMILES,RXF 393,786-0,ACHN,TK-10,NCI-H322M,UO-31,NCI-H522,NCI-H460,CAKI-1
c1ccc(Cc2ccncc2)cc1,95,97,99,107,114,82,84,104,.
CCOC(=O)C[n+]1cc2ccccc2cn1,99,106,100,120,95,81,90,112,86
Fc1ccc(Nc2ncnc3ccc(-c4cnc5[nH]ccc5c4)cc23)cc1Cl,-27*,-44*,-67*,.,19,-74*,-33*,-59*,.
CN1C(=O)N(C)C2NN3C(c4ccccc4)=CSC3=NC21 (stereo not drawn),118&104,106&92,98&90,164&119,114&97,77&70,102&96,111&102,92&77
CCOC(=O)C1=C(N)N(c2ccc(C)cc2)C2=C(C(=O)CC(C)(C)C2)C1c1ccccc1Cl (stereo not drawn),110,99,96,95,97,81,83,80,70
COc1cccc(-c2nc3occn3c2-c2ccnc(NCCNS(=O)(=O)c3ccc(Br)cc3)n2)c1,97,93,73,112,96,63,79,90,77
Cc1ccc(-c2nn(CC(=O)N3CCCCC3)c(N)c2C#N)cc1,98,95,97,106,101,77,96,105,93
CCSc1nc(-c2ccc(F)cc2)c(C#N)c(=O)[nH]1,104,108,97,.,101,125,97,108,99
Oc1ccc2nc(-c3cnn4cccnc34)sc2c1,87,95,87,106,85,58,86,97,76
Clc1ccc(C(c2cccc(Cl)c2)C(Cl)Cl)cc1 (stereo not drawn),91,85,93,83,78,79,79,96,63
CCOC(=O)N1CCc2c(sc3ncnc(OCc4cn(CC(=O)Nc5ccc(C)cc5)nn4)c23)C1,121,105,102,111,99,78,90,108,.
C=C(C)[C@@H]1CC[C@]2(C(=O)O)CC[C@]3(C)[C@H](CC[C@@H]4[C@@]5(C)C[C@@H](CC#Cc6ccc(C#N)cc6)[C@H](O)C(C)(C)[C@@H]5CC[C@]43C)[C@@H]12,72,54,36,62,45,43,32,43,43
COc1ccccc1C(=O)Nc1cccc(NC(=O)c2ccccn2)c1,107,90,106,104,97,93,88,117,101
N=C(c1ccccc1)N1CCN(Cc2ccccc2)CC1,99,98,98,95,106,92,98,109,100
O=C(Nc1cccc(NC(=O)c2cccc3ccccc23)c1)c1ccccn1,113,90,103,109,99,91,91,113,96
O=c1c2c3c(sc2nc(SCc2ccccc2)n1-c1ccc([N+](=O)[O-])cc1)CCCCC3,93,101,92,100,90,66,85,102,84
CC(C)(Oc1ccc(CCNC(=O)c2ccc(Cl)cc2)cc1)C(=O)O,.,93,101,100,99,90,99,120,92
CN(C)c1ccc(/C=N/NC(=O)c2ccc(S(C)(=O)=O)cc2)cc1,101,107,113,100,98,89,60,105,98
O=C(C1=Cc2cccn2Cc2cnnn21)c1ccc(-c2ccccc2)cc1,96,92,105,100,100,85,71,101,85
Clc1ccc2c(c1)sc1nc(-c3c[nH]c4ccccc34)c(Nc3ccccc3)n12,101,108,99,131,90,72,93,98,72
Cc1c(NC(C)C)c(=O)n(-c2ccccc2)n1C,120,95,95,115,99,84,126,113,100
Cc1ccc(-c2cnc3nonc3n2)cc1,93,92,73,97,108,76,58,99,74
CC/C(=C(/c1ccc(Cl)cc1)c1ccc(OCCN2CCCC2)cc1)c1ccc(OC)cc1,67,72,79,77,80,59,83,38,82
Cc1cc(C2=NN(C(=O)c3ccccc3)C(c3ccc[nH]3)C2)ccc1-n1ccc(C(F)(F)F)n1 (stereo not drawn),101,91,100,85,96,77,79,100,84
CC(C)OC(=O)[C@H](C)N[P@@](=O)(OC[C@@]1(C)O[C@@H](n2cc(F)c(N)nc2=O)C[C@@H]1O[P@](=O)(N[C@@H](C)C(=O)OC(C)C)Oc1ccccc1)Oc1ccccc1,.,104,92,101,102,99,86,29,95

# The last 5 records of the section above lead into the next.
SMILES,RXF 393,786-0,ACHN,TK-10,NCI-H322M,UO-31,NCI-H522,NCI-H460,CAKI-1
Cc1c(NC(C)C)c(=O)n(-c2ccccc2)n1C,120,95,95,115,99,84,126,113,100
Cc1ccc(-c2cnc3nonc3n2)cc1,93,92,73,97,108,76,58,99,74
CC/C(=C(/c1ccc(Cl)cc1)c1ccc(OCCN2CCCC2)cc1)c1ccc(OC)cc1,67,72,79,77,80,59,83,38,82
Cc1cc(C2=NN(C(=O)c3ccccc3)C(c3ccc[nH]3)C2)ccc1-n1ccc(C(F)(F)F)n1 (stereo not drawn),101,91,100,85,96,77,79,100,84
CC(C)OC(=O)[C@H](C)N[P@@](=O)(OC[C@@]1(C)O[C@@H](n2cc(F)c(N)nc2=O)C[C@@H]1O[P@](=O)(N[C@@H](C)C(=O)OC(C)C)Oc1ccccc1)Oc1ccccc1,.,104,92,101,102,99,86,29,95
Cc1ccc(Cl)cc1NC(=O)c1sc2nc3c(cc2c1N)C(=O)CCC3,42,89,56,97,96,83,23,28,41
O=C(Nc1ccc(N2CCNCC2)cn1)c1[nH]ncc1Nc1ncnc2sccc12,47,-44*,60,87,59,76,-3.8*,43,54
CC1(C)Cc2cc3ccccc3nc2-c2ccccc21,111,90,121,105,136,112,102,111,120
[O-][n+]1onc(Sc2ccccc2)c1-c1ccncc1,113,104,105,98,96,84,99,103,96
COC1=CC(c2ccc[nH]2)=N/C1=C\c1[nH]c(C)c(C(=O)OCCn2cc(CCC[C@@H]3Cc4cc(O)ccc4C4CC[C@]5(C)[C@@H](O)CC[C@H]5C43)nn2)c1C (stereo partly drawn),60,63,67,97,82,45,92,53,46
NC(=O)N/N=C/c1cccs1,97,101,104,102,109,87,96,106,91
CC(C)=CCC[C@](C)(O)[C@H]1CC[C@]2(C)[C@@H]1CC[C@@H]1[C@@]3(C)CCC(NC(=O)c4ccccc4C(=O)O)C(C)(C)[C@@H]3CC[C@]12C (stereo partly drawn),101,100,74,106,104,85,95,110,66
c1ccc(N=Nc2sc(N3N=C(c4cc5ccccc5o4)CC3c3c[nH]c4ccccc34)nc2-c2ccccc2)cc1 (stereo not drawn),119,99,84,150,86,61,75,100,.
CC(C)=N/N=C1/NC(=O)C(c2ccccc2)S1 (stereo not drawn),109,104,98,119,148,86,113,110,.
CC1(c2ccccc2)CO1 (stereo not drawn),120,102,102,102,125,86,99,115,107
C=C(C)COc1ccc2c(c1)OCO2,.,95,109,97,115,97,85,105,99
CN(C)c1ccc([C@H]2C[C@]3(C)[C@@H](CC[C@]3(O)CCCO)[C@@H]3CCC4=CC(=O)CCC4=C32)cc1,100,98,97,119,.,82,93,101,.
Cc1c(-c2nnc(SCCc3ccccc3)n2Cc2ccccc2)nn(-c2ccc(Cl)cc2Cl)c1-c1ccc(Cl)cc1,83,80,77,75,.,73,61,79,74
Cc1ccccc1/C=C1\Oc2cc(C)c(Cl)c(C)c2C1=O,113,102,95,118,102,64,94,104,83
COc1ccc(-c2cc(-c3ccccc3)nc(SCCCCCC(=O)O)n2)cc1,116,105,101,110,112,86,92,104,90
CCCn1ccc(-n2nnc(-c3ccccc3)c2N)n1,118,85,104,89,102,93,76,105,89
COc1cc(-c2nc(C(=O)NCCC(=O)O)nn2-c2ccc(Cl)cc2)cc(OC)c1OC,108,98,103,95,92,91,86,107,97
Cc1c(C(=O)Nc2nc3ccccc3s2)cnn1-c1c(F)cccc1F,95,87,95,102,98,91,85,75,91

# In the list so far, 7 have an aryl thioether with sulfur outside any ring:
SMILES,RXF 393,786-0,ACHN,TK-10,NCI-H322M,UO-31,NCI-H522,NCI-H460,CAKI-1
COc1cc(NC(=O)CSc2nc3ccc(Cl)cc3c(=O)n2-c2ccccc2)cc(OC)c1OC,95,92,92,120,100,51,85,98,83
COc1ccc(-c2cc(-c3nnc(SC/C(=N\O)c4ccccc4)n3-c3ccccc3)c3ccccc3n2)cc1OC,106,103,109,100,92,84,74,107,.
CCSc1nc(-c2ccc(F)cc2)c(C#N)c(=O)[nH]1,104,108,97,.,101,125,97,108,99
O=c1c2c3c(sc2nc(SCc2ccccc2)n1-c1ccc([N+](=O)[O-])cc1)CCCCC3,93,101,92,100,90,66,85,102,84
[O-][n+]1onc(Sc2ccccc2)c1-c1ccncc1,113,104,105,98,96,84,99,103,96
Cc1c(-c2nnc(SCCc3ccccc3)n2Cc2ccccc2)nn(-c2ccc(Cl)cc2Cl)c1-c1ccc(Cl)cc1,83,80,77,75,.,73,61,79,74
COc1ccc(-c2cc(-c3ccccc3)nc(SCCCCCC(=O)O)n2)cc1,116,105,101,110,112,86,92,104,90
